Screening data deposited in PubChem by National Center for Advancing Translational Sciences (NCATS).
Tb PFK inh: blocks T. brucei phosphofructokinase; Potency, µM (top dose mostly 57.5 µM), inactives show at the highest dose activity, negative = inhibition, actives largely listed as inhibitors; T. brucei PFK, ADP-Glo luminescence; 330,000 compounds, 0.17% hits; O15648;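 note: potency is the fitted concentration of half-maximal effect; 0% = uninhibited 1x PFK enzyme wells and -100% = no-enzyme wells; nearly all actives have a fitted effect of over 60% in size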
Target sequence (O15648 whole entry, looked up): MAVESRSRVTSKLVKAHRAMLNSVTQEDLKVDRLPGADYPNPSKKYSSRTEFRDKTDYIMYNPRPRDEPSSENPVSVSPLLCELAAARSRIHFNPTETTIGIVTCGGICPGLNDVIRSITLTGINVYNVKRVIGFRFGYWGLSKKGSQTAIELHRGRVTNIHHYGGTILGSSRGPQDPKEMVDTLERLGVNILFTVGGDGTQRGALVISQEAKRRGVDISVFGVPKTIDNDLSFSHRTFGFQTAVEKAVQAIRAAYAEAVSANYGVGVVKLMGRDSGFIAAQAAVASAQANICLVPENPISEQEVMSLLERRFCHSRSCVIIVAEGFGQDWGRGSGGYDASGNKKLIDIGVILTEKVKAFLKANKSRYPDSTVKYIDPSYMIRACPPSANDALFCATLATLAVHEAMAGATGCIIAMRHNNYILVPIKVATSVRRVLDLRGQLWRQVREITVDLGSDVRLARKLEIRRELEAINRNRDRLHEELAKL
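In TEA buffer at pH 8.0 with 5 mM MgCl2, enzyme (1.25 nM) converted F6P (0.5 mM) and ATP (0.1 mM) for 45 min at room temperature. ADP product was read by luciferase luminescence.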
ASM inhibitor: inhibitors of human secretory acid sphingomyelinase; placental ASM, HMU-PC fluorogenic substrate, 60 min; 340,000 compounds, 0.006% hits; Potency, µM (series often up to 57.5 µM), for the others: top-dose activity change, negative = inhibition, hits mostly inhibitors; note: potency is the fitted concentration of half-maximal effect
Target sequence (P17405 47-631 limits assumed): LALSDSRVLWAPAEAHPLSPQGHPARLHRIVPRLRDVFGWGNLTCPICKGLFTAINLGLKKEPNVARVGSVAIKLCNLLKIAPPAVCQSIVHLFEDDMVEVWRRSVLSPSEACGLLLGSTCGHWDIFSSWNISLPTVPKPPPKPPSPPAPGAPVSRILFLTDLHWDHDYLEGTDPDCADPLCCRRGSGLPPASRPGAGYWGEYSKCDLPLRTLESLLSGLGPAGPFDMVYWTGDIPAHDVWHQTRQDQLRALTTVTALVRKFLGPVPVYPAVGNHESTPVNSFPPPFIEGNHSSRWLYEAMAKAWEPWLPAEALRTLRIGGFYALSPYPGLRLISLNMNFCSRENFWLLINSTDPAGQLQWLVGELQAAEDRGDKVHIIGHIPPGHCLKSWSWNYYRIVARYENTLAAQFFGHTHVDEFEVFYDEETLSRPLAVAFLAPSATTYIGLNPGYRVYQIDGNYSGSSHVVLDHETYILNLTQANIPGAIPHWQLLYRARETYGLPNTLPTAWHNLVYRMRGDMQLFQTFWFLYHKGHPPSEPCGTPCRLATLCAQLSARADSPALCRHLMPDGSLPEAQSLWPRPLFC
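qHTS format. ASM enzyme prepared from human placenta hydrolyses the fluorogenic substrate HMU-PC0 (9 uM final) over 60 min at 37 °C after a 10 min compound preincubation.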
BCR signal inh: blocks chronic active B-cell receptor signaling. ABC-DLBCL IkBa-CBG/CBR reporter, luminescence ratio, 4 h. Potency, µM (top dose mostly 46.1 µM), for the others: top-dose ratio change, negative = lower green/red ratio, actives largely listed as inhibitors. 340,000 compounds, 0.05% hits. AID 493014; active = well fitted inhibition curve with a large enough effect in the signal ratio, with a control signal flat, not every such curve was filed as active; inconclusive = small, poorly fitted or top-dose-only effect, or effect the other way, or a change in a side signal; the % refers to the signal ratio;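 note: potency is the fitted concentration of half-maximal effect; plate controls were basal doxycycline-induced cells for no effect and cells given 10 µM MG132 for full effect; MG132 reads +100%, hits lower the ratio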
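Concentration-response series (up to 46 uM) were applied to TMD8 dual-reporter cells for 4 h at 37C with doxycycline. Green/red ratio, after filter-overlap correction, defined %Activity; red signal alone was normalised to basal cells and zero luminescence.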
Eya2 phos inh: inhibitors of human Eya2 phosphatase activity. O00167. recombinant Eya2, OMFP fluorescence dephosphorylation (OMFP is methylfluorescein phosphate). Potency, µM (series often up to 76.9 µM), without a hit: at the top dose activity, negative = inhibition, usual class: inhibitors. 330,000 compounds, 0.006% hits; note: potency is the fitted concentration of half-maximal effect; % is set by controls: 0 for no effect and ±100 for the full control effect
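Eya2 protein (added as 0.2 uM solution) was preincubated with compound for 10 min at ambient temperature in 50 mM HEPES pH 7.5, 50 mM NaCl, 5 uM MgCl2, 0.05% BSA, 1 mM DTT. OMFP (added at 50 uM) then reacted 10 min; fluorescence read at 485/525 nm.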
AT treatment: potential ataxia-telangiectasia treatment; AID 485349; […] A-T fibroblasts, KAP-1 phosphorylation AlphaLISA; neocarzinostatin DNA damage 30 min before lysis; 320,000 compounds, 0.19% hits; Potency, µM (series often up to 57.5 µM), for inactives: top-dose activation, usual class: activators; note: potency is the fitted concentration of half-maximal effect; % of control where 0% means no effect; nearly all actives have a fitted effect of over 45% in size
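ATM-like activity read as KAP-1 phosphorylation via AlphaLISA donor/acceptor antibody pairs after lysis and 6 hr at 25C. Cells were ATM-null patient fibroblasts ([…], hTERT), dosed 60 min, then exposed to the DSB inducer NCS for 30 min.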
Integrin act MD: activates integrin-mediated alleviation for muscular dystrophy; alpha7betagal myoblasts, beta-gal FDG fluorescence, 48 h; 350,000 compounds, 0.064% hits; Potency, µM (titrated, usually from 38.3 µM), inactives show at the highest dose activation, actives largely listed as activators;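 note: potency is the fitted concentration of half-maximal effect; 100% = response of the positive control SU9516; nearly all actives have a fitted effect of over 60% in size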
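Alpha7betagal+/- myoblasts (passage 13) were plated 16-24 hr, then exposed to compounds (1:260 dilution of DMSO stock) for 48 hours at 37C. After MPER lysis, β-galactosidase reporter activity was read as FDG fluorescence (ex 480/em 540) after 30 minutes.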
TCR activator: T cell receptor activation | Potency, µM (series often up to 9.22 µM), inactives show at the top dose activation of IL-2 secretion, actives largely listed as activators | primary human leukocytes, anti-CD3, IL-2 HTRF, 48 h | 330,000 tested, under 10 active; note: % of control where 0% means no effect
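IL-2 produced over 48 hr by a-CD3 bead-stimulated primary human leukocytes exposed to compounds was detected with a homogeneous time-resolved FRET immunoassay, 665nm acceptor signal after 320nm excitation.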
ELG1 DNA repair: inhibitors of ELG1-dependent DNA repair in HEK293T cells | Potency, µM (series often up to 46.1 µM), without a hit: top-dose activity change, negative = inhibition, hits mostly inhibitors | AID 504467 | HEK293T ELG1-luciferase reporter, luminescence, 16 h; DNA damage induced by 5-fluorouridine | 330,000 compounds, 2.3% hits; note: potency is the fitted concentration of half-maximal effect; % is set by controls: 0 for no effect and ±100 for the full control effect; nearly all actives have a fitted effect of over 55% in size
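Luminescence from the luciferase reporter, measured 30 min after ONE-Glo reagent at room temperature, was the read-out. Beforehand, 2,000 cells per well were exposed for 16 hr at 37 °C to 5-fluorouridine together with compound or vehicle.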
Mito fusion act: inhibitors of mitochondrial division or activators of mitochondrial fusion. S. cerevisiae fusion-defective mutant growth rescue, CellTiterGlo 48 h. Potency, µM (top dose mostly 46.1 µM), inactives show at the top dose growth rescue (activation), most hits filed as activators. 320,000 compounds, 0.23% hits;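 note: potency is the fitted concentration of half-maximal effect; % of control where 0% means no effect; nearly all actives have a fitted effect of over 45% in size; temperature-sensitive fusion mutants such as fzo1-1 at 37 °C on non-fermentable ethanol glycerol medium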
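Luminescent cell viability in 1536-well qHTS format served as the measure of rescued growth in ts fusion-mutant S. cerevisiae cultured on non-fermentable YPEG for 48 hours at 37C.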
PTAP TSG101 blk: blocks PTAP/TSG101 interaction to inhibit HIV-1 budding. Q99816. 340,000 tested, under 10 active. Fluorescence polarization, FITC-PTAP peptide / Tsg101 binding. Potency, µM (top dose mostly 115 µM), for the others: at the top dose activity change, negative = inhibition, actives largely listed as inhibitors; active = well fitted inhibition curve with a large enough effect in the main read-out, with a control signal flat, not every such curve was filed as active; inconclusive = small, poorly fitted or top-dose-only effect, or effect the other way, or a change in a side signal; inactive = no such curve, though single readings can be large or run the other way; note: potency is the fitted concentration of half-maximal effect; % of control where 0% means no effect
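Tsg101 binding domain (10 uM final) was mixed with compound and a FITC-labeled PTAP peptide (50 nM final) in HEPES pH 7.5 buffer with NaCl, Tween 20, EDTA and TCEP; fluorescence polarization was read after 20 min at r.t.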
TSHR antagonist: human thyrotropin receptor antagonism | TSHR-expressing cells, TSH-stimulated cAMP HTRF, 2 h; stronger effect = lower value | P16473 | activity change, negative = inhibition, % at 11.5 µM | 330,000 compounds, 0.2% hits;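 active = activity change below a set negative limit, meaning inhibition stronger than a set level, cut at about -70% in these data; inconclusive = activity change between two set negative limits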; note: % is set by controls: 0 for no effect and ±100 for the full control effect
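Read-out is FRET at 665 nm (cryptate excitation 337 nm) from a cryptate-tagged anti-cAMP antibody, competed by cell cAMP against cAMP-d2. Compounds are tested on freshly harvested TSHR cells challenged with 4nM TSH (EC80) for 2 hours at 37 deg C.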
* hit, by the source's call; ? = inconclusive; . = not tested or not shown; [ ] = another dose, or the depositor's remark. Unless noted, calls come from the whole dose curve; as a rule, active = well fitted curve in the direction sought with a large enough effect; inconclusive = small, poorly fitted or top-dose-only effect, or another doubt; inactive = no such curve, though single readings can be large; an effect the other way counts as inactive or inconclusive. Compounds as they come; 3.2% or so of the library scored in one or more.

SMILES	Tb PFK inh	ASM inhibitor	BCR signal inh	Eya2 phos inh	AT treatment	Integrin act MD	TCR activator	ELG1 DNA repair	Mito fusion act	PTAP TSG101 blk	TSHR antagonist
O=C(COC(=O)c1ccc(F)cc1)NCC1CCCCC1	-6.1%	-1.9%	-0.6%	-15.9%	5.1%	7.1%	-4.5%	?	.	2.2%	-7.0
O=C(c1ccc(N2CCCCC2)c([N+](=O)[O-])c1)N1CCN(c2ccccn2)CC1	-2.0%	-8.9%	?	1.7%	5.4%	0.0%	6.4%	-27.3%	-25.7%	-3.8%	-1.8
Cc1ccc2nc(SC(C)C(=O)NCc3ccc4c(c3)OCO4)[nH]c2c1 (stereo not drawn)	3.3%	0.3%	-2.2%	0.5%	-0.5%	0.0%	-0.8%[46.1 µM]	4.6%	-1.9%	0.5%	-4.2
O=Cc1cc2cc3c(cc2nc1Cl)OCCO3	-5.5%	4.4%	3.6%	1.0%	26.9%	0.0%	-9.5%	?	-0.2%	-4.2%	-0.9
CC(C)(C)C(=O)NC1CC2CCCC(C1)N2C(=O)Nc1ccccc1F (stereo not drawn)	4.9%	-0.5%	3.0%	4.3%	2.8%	22.1%	3.4%	-6.8%	1.2%	-1.3%	24.2
O=C(/C=C/c1ccc(F)cc1)NCc1cccs1	-1.0%	0.7%	?	0.7%	2.4%	0.1%	-0.1%[46.1 µM]	?	4.4%	-1.8%	4.8
CN(C)c1ccc(-n2cccc2/C=N/n2cnnc2)cc1	-0.9%	-0.1%	?	6.8%	-9.4%	-2.4%	-1.1%[46.1 µM]	?	-0.5%	-1.6%	-3.5
O=C(c1cc(-c2ccncc2)nc2ccccc12)N1CCN(c2ccccn2)CC1	-0.4%	4.9%	-1.2%	6.4%	9.4%	-14.9%	-1.7%	?	0.4%	-0.6%	-6.6
CCS(=O)(=O)Nc1ccc(C2=NN(S(=O)(=O)CC)C(c3cccs3)C2)cc1 (stereo not drawn)	1.6%	6.5%	2.0%	-3.7%	8.4%	9.1%	8.3%	8.7%	-0.2%	-0.5%	-3.7
O=C(CCN1C(=O)/C(=C/c2ccc(F)cc2)SC1=S)NCCc1ccc(O)cc1	2.3%	-0.8%	3.7%	-4.9%	-6.4%	-35.1%[inhibitor]	2.1%	1.9%	14.2%	-6.2%	24.5
N#CC(C(=O)c1ccccc1)=C1SCCS1	3.1%	6.6%	?	-5.0%	2.8%	?	-1.7%	?	1.7%	-2.3%	-9.8
Cn1cccc1CNC(=O)Nc1ccc(Cl)c(Cl)c1	-23.9%	-0.8%	5.6%	27.9%	-0.6%	10.0%	0.0%	?	1.1%	0.7%	-11.7
Cc1c(Cl)cccc1N=C(N)N=C(N)N	4.6%	6.1%	-10.0%	-10.5%	-0.8%	-41.6%	1.1%	-5.6%	2.0%	-0.8%	-5.1
O=C(NCc1ccc(N2CCCC2=O)cc1)c1ccc(F)cc1	-3.4%	5.8%	?	9.7%	-0.4%	-17.1%	3.6%	-3.1%	-4.6%	-9.3%	15.3
CCOC(=O)C1=C(CSc2nncn2C)NC(=O)NC1c1cc(OCC)ccc1OCC (stereo not drawn)	.	0.8%	.	.	.	-0.3%	-0.6%	.	-4.8%	-1.8%	.
OCCC1CN(Cc2cccc(C(F)(F)F)c2)CCN1Cc1ccccc1 (stereo not drawn)	-4.6%	-2.6%	13.5%	1.7%	1.3%	4.6%	-5.7%	4.3%	2.3%	-3.7%	-1.0
O=S1(=O)c2cccc3cccc(c23)N1CCBr	1.8%	17.8%	-2.9%	0.8%	6.8%	-193.4%[inhibitor]	7.1%	1.5%	18.9%	0.6%	2.7
Cc1oc2cc(O)ccc2c(=O)c1N1C(=O)c2ccccc2C1=O	-1.1%	23.4%	-0.1%	1.7%	2.7%	-6.2%	-18.0%	12.5%	0.6%	-4.7%	1.2
O=C(CCC(=O)Nc1ccc(Br)cc1)N/N=C/c1ccccc1F	-8.4%	-3.9%	0.0%	12.4%	-10.0%	-9.8%	-3.2%	1.4%	2.4%	-0.2%	0.1
O=c1c(Cl)c(N/N=C/c2ccc(Cl)cc2)cnn1-c1ccccc1	-1.9%	4.6%	0.3%	-2.1%	-1.7%	-4.2%	-8.0%	14.1%	8.91µM*	-0.5%	0.8
N#Cc1ccc(S(=O)(=O)N2CCN(C(=O)[C@@H]3CCCN3C(=O)c3cccs3)CC2)cc1	-1.0%	-2.5%	3.1%	6.1%	14.1%	-9.2%	0.3%	3.1%	-1.3%	-6.0%	1.5
CC(C)(C)NC(=O)NC(=O)CSc1ncc(C(F)(F)F)cc1Cl	-2.9%	-7.2%	?	-32.2%	-1.7%	-20.7%[7.66 µM]	-2.4%	-0.3%	7.2%	2.2%	-5.0
CC1CN(C(=O)c2ccccc2OCc2ccccc2Cl)CC(C)O1 (stereo not drawn)	0.6%	6.2%	2.6%	-2.8%	8.7%	14.6%	-1.9%	2.2%	11.3%	0.5%	103.8
CSc1ccc(CN2CCC(Oc3ccc(C(=O)N4CCCC4)cc3)CC2)cc1	-1.2%	0.9%	-5.5%	5.2%	-4.6%	-41.7%	-0.4%	0.3%	12.3%	-4.7%	-1.0
COc1ccc(-c2nnc(SCc3ccccc3)n2N)cc1	0.6%	6.3%	-1.0%	9.1%	.	4.7%	-0.7%	?	1.0%	-4.6%	15.3
(list continues)
SMILES	Tb PFK inh	ASM inhibitor	BCR signal inh	Eya2 phos inh	AT treatment	Integrin act MD	TCR activator	ELG1 DNA repair	Mito fusion act	PTAP TSG101 blk	TSHR antagonist
O=C(CN1C(=O)CSc2ncccc21)Nc1ccccc1F	0.2%	-2.2%	-21.0%	-1.2%	0.3%	23.9%	2.5%	27.8%	3.6%	-4.3%	-15.3
C=CCn1c(=O)c2ccccc2n2c(SCC(=O)Nc3cc(C)on3)nnc12	-8.2%	-1.2%	?	-5.5%	-5.1%	9.9%	-2.8%	-8.2%	-0.2%	-3.6%	-5.6
CCCNS(=O)(=O)c1ccc(NC(=O)c2cccnc2)cc1	4.9%	1.1%	12.5%	9.7%	-0.1%	1.5%	-4.4%	-17.5%	-1.3%	-1.7%	16.1
CCCCC(=O)Nc1ccc(NC(=O)c2cnccn2)cn1	6.1%	-0.9%	?	8.0%	-6.5%	18.9%	-5.9%	?	3.0%	-2.1%	-0.5
COc1ccc(OC)c(Nc2ncnc3sc(-c4ccccc4)cc23)c1	1.8%	24.9%	-2.0%	1.4%	6.5%	-4.0%	2.3%[46.1 µM]	-25.8%	-0.7%	5.3%	-10.5
Cc1[nH]c2ccccc2c(=O)c1CN1CCCCCC1	-0.6%	0.2%	1.8%	-5.8%	-2.9%	19.9%	-1.4%	-2.5%	5.1%	-1.6%	-4.8
CNC(=O)/C(C#N)=C/c1c(N2CCN(C)CC2)nc2c(C)cccn2c1=O	-0.2%	.	2.0%	0.1%	-23.3%	14.3%	-1.0%	-1.4%	-10.8%	-1.5%	1.8
CCOC(=O)[C@@H]1[C@H]2COc3ccccc3[C@H]2N2C(=O)N(c3ccc(Cl)cc3)C(=O)[C@@]12C	2.5%	-8.5%	-2.0%	-2.6%	5.3%	-12.7%	2.8%	-25.5%	3.7%	-2.3%	-9.6
CCc1nnc(NC(=O)CN2CCN(c3cccc(OC)c3)CC2)s1	-2.7%	4.8%	?	-3.5%	-3.8%	2.3%	0.4%[46.1 µM]	1.7%	-1.2%	-0.9%	13.9
Cn1c2c(c(=O)n(C)c1=O)C(NC(=O)c1cccs1)(C(F)(F)F)C(=O)N2 (stereo not drawn)	0.4%	0.5%	-1.1%	7.6%	2.0%	-16.1%	-0.1%	4.0%	2.5%	-1.8%	6.1
O=C(CN1C(=O)CSC1=O)c1ccccc1	1.2%	3.0%	?	-6.8%	.	37.1%	2.4%	12.9%	-3.0%	-0.3%	1.6
CC(C)(Oc1ccc(Cl)cc1)C(=O)Nc1ccc(S(=O)(=O)Nc2ncccn2)cc1	-0.6%	2.8%	0.1%	1.2%	8.9%	-3.7%	2.2%	-11.0%	2.8%	-0.1%	-13.5
COc1cc(NS(=O)(=O)c2ccc(-c3ccc(=O)[nH]n3)o2)cc(OC)c1OC	0.9%	5.4%	5.4%	8.7%	0.6%	?	4.4%	?	13.5%	0.4%	-0.3
